Screens as filed in PubChem BioAssay.
Cycloheximide cs = affects cycloheximide protein synthesis inhibition readout, counter-screen | cell reporter, cycloheximide protein synthesis inhibition counterscreen | max response, % | 300,000 compounds, 12% hits; in the data active = max response mostly above about 13%, no sharp cut-off; inactive = mostly below about 14%; also: read at 38.3 µM for the half of the compounds with a filed dose; 0% is about no effect
Pf growth 48h = inhibits P. falciparum growth in the first generation, 48 h | Potency, µM (highest dose often 28.7 µM), for the others: top-dose activity change, negative = inhibition, hits mostly inhibitors | AID 504832 | 310,000 compounds, 5.9% hits | P. falciparum luciferase growth in erythrocytes, 48 h; also: potency is read from the fitted curve at half-maximal effect; % is scaled to controls: 0 for no effect and ±100 for the full control effect
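First compound was added to culture medium, then infected red cells at 0.1% parasitemia and 2% hematocrit (final). After incubation at 37 C under 5% CO2, luciferase detection reagent was dispensed and light output recorded.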
HCV inhibitor = HCV inhibition | Huh7.5.1 HCVcc-Cre infection, luciferase reporter, 44 h | Potency, µM (series often up to 41.8 µM), inactives show at the highest dose activity change, negative = inhibition, usual class: inhibitors | 340,000 compounds, 3.4% hits; also: potency is read from the fitted curve at half-maximal effect; % is scaled to controls: 0 for no effect and ±100 for the full control effect
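Infectious HCV cell culture screen: compound-treated cells (1,000/well, pre-plated 4 h) are infected with HCVcc-Cre at roughly 0.5 moi and grown 44 h. Infection is quantified by luciferase signal after 15 min substrate incubation at room temperature.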
Shiga toxin inh = Shiga toxin inhibition | Vero cells, Shiga toxin protein synthesis inhibition reporter | inhibition, % at 38.7 µM | 290,000 compounds, 9.2% hits; in the data active = inhibition mostly above about 28%, no sharp cut-off; inactive = mostly below about 43%; also: 0% is about no effect
FBPA Giardia inh = blocks Giardia fructose-bisphosphate aldolase activity. purified Giardia FBPA. Potency, µM (series often up to 59.6 µM), for the others: at the top dose activity, negative = inhibition, usual class: inhibitors. 290,000 compounds, 0.71% hits. AID 2451. A8B2U2; also: potency is read from the fitted curve at half-maximal effect; % is scaled to controls: 0 for no effect and ±100 for the full control effect; nearly all actives have a fitted effect of over 55% in size
Target sequence (A8B2U2 whole entry, looked up): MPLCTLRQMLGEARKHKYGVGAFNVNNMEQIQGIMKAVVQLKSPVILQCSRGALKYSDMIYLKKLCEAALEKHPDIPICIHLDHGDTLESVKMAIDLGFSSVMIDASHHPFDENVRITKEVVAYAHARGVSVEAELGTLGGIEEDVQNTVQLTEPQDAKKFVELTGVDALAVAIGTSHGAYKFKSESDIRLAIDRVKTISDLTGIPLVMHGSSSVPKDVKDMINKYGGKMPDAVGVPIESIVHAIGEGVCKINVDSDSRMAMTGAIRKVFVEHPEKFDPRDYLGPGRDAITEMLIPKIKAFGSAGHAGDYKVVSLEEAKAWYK
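Giardia FBPA (40 nM reagent) was preincubated 10 min at RT with compound (up to 57.5 uM final), then substrate plus GAPDH/TPI/NAD/arsenate coupling system with diaphorase/resazurin was added; resorufin fluorescence (525/598 nm) was read after 20 min.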
Pf growth 96h = inhibits malaria parasite growth, 96 h; P. falciparum luciferase reporter growth, 96 h; Potency, µM (top dose mostly 28.7 µM), inactives show at the top dose activity change, negative = inhibition, most hits filed as inhibitors; 320,000 compounds, 6.9% hits; AID 504834; also: potency is read from the fitted curve at half-maximal effect; % is scaled to controls: 0 for no effect and ±100 for the full control effect
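P. falciparum expressing integrated firefly luciferase, in erythrocytes at 2% hematocrit, 0.05% parasitemia, incubated with compounds 96 h at 37 C, 5% CO2. Growth inhibition read as loss of luminescence; two-generation exposure targets delayed-death apicoplast inhibitors.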
The depositor's hits bear a star; ? = inconclusive; · = no result given; + = active, no number; & = joins results of further samples; [ ] = remark or other dose. Unless noted, calls follow the shape of the dose curve; as a rule, active = well fitted curve in the direction sought with a large enough effect; inconclusive = small, poorly fitted or top-dose-only effect, or another doubt; inactive = no such curve, though single readings can be large; an effect the other way counts as inactive or inconclusive.

The line under a structure holds: Cycloheximide cs | Pf growth 48h | HCV inhibitor | Shiga toxin inh | FBPA Giardia inh | Pf growth 96h
- O=C(NCc1nc2ccccc2[nH]1)C1=C[C@H](c2coc3ccccc3c2=O)C[C@H](OCc2ccc(CO)cc2)O1
 : -5 | ? | ? | -13 | 0% | ?
- CC(Sc1nccn1C)C(=O)Nc1ccc(C(N)=O)cc1 (stereo unspecified)
 : · | 16% | 4% | · | · | 59%[activator]
- NS(=O)(=O)c1cccc(NC(=S)NCc2ccccc2)c1
 : 3 | 0% | 12% | -4 | 1% | 39%[activator]
- CNC(=O)CCSc1ccc(C)cc1
 : -1 | -6% | 25% | 17 | 0% | -1%
- O=C1CCCN1CCCNC(=S)Nc1ccc(Br)cc1Cl
 : 7 | 16% | -4% | 36 | -3% | 1%
- CCCn1c(C)cc(/C=C(\C#N)C(=O)OCC(=O)Nc2cccc(S(N)(=O)=O)c2)c1C
 : · | ? | ? | · | · | ?
- Cc1ccc2nc(SCC(=O)NC3CCCC3)[nH]c2c1
 : -4 | 23% | -21% | -2 | -9% | ?
- CC1=CC(=O)C(C(C)C)=C/C1=N/OS(=O)(=O)c1ccccc1
 : 3 | 0.47µM* | 6.3µM* | 42 | 20µM* | ?
- COC(=O)c1ccc(-c2noc(CN(C)Cc3ccncc3C)n2)cc1
 : 3 | 1% | 16% | 40* | 2% | 23%
- O=C(CSc1nnc(-c2c[nH]c3ccccc23)n1CC1CCCO1)Nc1ccc2c(c1)OCCO2 (stereo unspecified)
 : 7 | · | -1% | -4 | 1% | ?
- Cc1cnc(C(=O)OC(C)C(=O)Nc2cccc3ccccc23)cn1 (stereo unspecified)
 : · | 26% | 7% | · | · | 46%[activator]
- O=C(CCN1CCc2ccccc2C1)Nc1ccccc1F
 : 12 | -27% | 4% | 18 | ? | ·
- CSc1ccc(CCNC(=O)CSc2ccsc2[N+](=O)[O-])cc1
 : -3 | 3% | -23% | -9 | 2% | ?
- Cn1nc(-c2ccc(C(=O)O)cc2)c2ccccc2c1=O
 : 1 | · | 11% | -15 | 3% | 35%[activator]
- Cc1ccc(C)c(S(=O)(=O)N2CC(=O)Nc3ccccc32)c1
 : -2 | -18% | 7% | -10 | -17% | ·
- COc1cc(-c2noc(C)c2C#CC2(N)CCCCC2)cc(OC)c1OC
 : -2 | ? | ? | -4 | 0% | 1.9µM*
- CC1CCc2nn(CC(=O)NCCN3CCCCC3C)cc2C1 (stereo unspecified)
 : -1 | 32%[activator] | -6% | -7 | 2% | -14%
- O=C1c2ccccc2C(=O)N1CC1c2ccccc2CCN1C(=O)C1CCCCC1 (stereo unspecified)
 : 2 | · | 6% | 2 | 12% | 12µM*
- C(=N\N1CCN(Cc2ccccc2)CC1)/c1ccccc1
 : 39* | 28% | 13% | 69* | 4% | 15%
- O=C(/C=C/c1cccs1)Nc1scc(-c2ccccc2)c1C(=O)O
 : 44* | 467%[activator] | 13% | 92* | ? | 122%[activator]
- O=C(c1ccco1)N(Cc1ccco1)Cc1cc2ccccc2[nH]c1=O
 : -8 | -2% | -5% | -8 | -5% | 33%[activator]
- CC(=O)Nc1ccc(-c2nc(C)c(C(C)=O)n2O)cc1
 : 4 | 32%[activator] | -24% | -14 | -27% | ·
- CCCOC(=O)C1=C(C)NC2=C(C(=O)C(C(=O)OC)C(C)C2)C1c1ccc(N(CC)CC)cc1 (stereo unspecified)
 : -2 | ? | 10µM* | -2 | -5% | ?
- COc1cccc(NC(=O)CN(C)C(=O)CC2CCCCC2)c1
 : · | 1% | 3% | · | · | -8%
- Cc1cc(C)c(/C=N/NC(N)=O)c(C)c1/C=N/NC(N)=O
 : -1 | 9% | 5% | -3 | -4% | ?
- Cc1sc2ncnc(N(C)Cc3cccs3)c2c1C
 : 2 | · | ? | -10 | 3% | 11%
- NC(N)=N/N=C/c1ccccc1OC(F)F
 : -2 | ? | -6% | -18 | 0% | -7%
- O=C(O)c1cccc(Nc2nc(-c3cc4ccccc4oc3=O)cs2)c1
 : 41* | 21% | 19% | 74* | -3% | 54%[activator]
- COCCn1c(SCC(=O)N2CCCc3ccccc32)nnc1-c1ccoc1C
 : -1 | -19% | -7% | -3 | 0% | ?
- Cc1cc(OCC(=O)N[C@@H](Cc2ccccc2)C(=O)O)c2c3c(c(=O)oc2c1)CCCC3
 : -3 | ? | 17% | -2 | 14% | ?
- Cc1ccc(N2C(=O)/C(=C\c3ccco3)SC2=S)cc1
 : 21 | ? | -11% | 64* | -30% | 5%
- CC(=O)c1c(N)n(C)c(=O)n(C)c1=O
 : -3 | 16% | 18% | -21 | 5% | 110%[activator]
- Cc1nn(CCc2n[nH]c(=S)n2C2CCCCC2)c(C)c1Br
 : 0 | -8% | 10% | -12 | 1% | 22%
- CCOC(=O)C1=C(c2ccccc2)N=c2s/c(=C\c3ccc(O)cc3)c(=O)n2C1c1cccs1 (stereo unspecified)
 : 11 | 2.9µM* | 10µM* | 5 | -14% | 2.6µM*
- CCc1ccc(NC(=O)C(=O)NCCN2CCN(S(=O)(=O)c3ccccc3)CC2)cc1
 : -3 | 46%[activator] | -13% | -8 | · | 36%[activator]
- Brc1ccc(C2=N[C@@H](Cc3ccccc3)CO2)cc1
 : 57* | · | · | + | -3%[89.2 µM] | ·
- CC(=O)C1=C(C)N(CC2CC2)C(=O)N[C@H]1c1cccs1
 : -2 | 13% | -2% | -6 | -6%&9% | -3%
- O=C(Nc1ccccc1)c1ccncc1
 : -3 | 0% | 7% | -1 | 3% | 62%[activator]
- COc1ccc(CN=C(NS(=O)(=O)c2cccs2)SC)cc1
 : -3 | 5% | ? | -3 | -2% | 6%
- CCCCn1c(SCC(=O)Nc2cc(C)on2)nnc1-c1cccs1
 : 1 | -16% | -6% | -5 | 8% | 19%

Next part (2 carried over from the part before).
The line under a structure holds: Cycloheximide cs | Pf growth 48h | HCV inhibitor | Shiga toxin inh | FBPA Giardia inh | Pf growth 96h
- COc1ccc(CN=C(NS(=O)(=O)c2cccs2)SC)cc1
 : -3 | 5% | ? | -3 | -2% | 6%
- CCCCn1c(SCC(=O)Nc2cc(C)on2)nnc1-c1cccs1
 : 1 | -16% | -6% | -5 | 8% | 19%
- COc1ccc(NC(=O)Nc2cc(NC(=O)Nc3ccc(OC)cc3)c(C)nc2C)cc1
 : -2 | 3% | -1% | 9 | 0% | 37%[activator]
- Cc1cc(C(=O)Cn2nnc3ccccc3c2=O)c(C)n1-c1ccccc1F
 : 46* | 258%[activator] | ? | 29 | -20% | ·
- N#CC(C(=O)OC1CCCCC1)c1nc2ccccc2nc1N1CCOCC1 (stereo unspecified)
 : 1 | 5% | 19% | -6 | 6% | 31%[5.75 µM]
- Cc1cc(C)nc(NC(N)=NCCc2c[nH]c3ccccc23)n1
 : -6 | ? | 10µM* | 6 | -13% | 22%
- Cc1ccc(S(=O)(=O)NC(=O)c2ccccc2)cc1C(C)C
 : 1 | -30% | -4% | 32 | 2% | ?
- Cc1cc(C(=O)Nc2ccccc2C)n(-c2ccccc2)n1
 : -2 | 6%[0.00184 µM] | 18% | -6 | -4% | 10%
- O=C(Nc1ccccc1N1CCN(C(=O)c2ccccc2)CC1)c1ccco1
 : -4 | -14% | -14% | 9 | -6% | -8%
- COc1ccc2[nH]c(-c3ccccc3)cc(=O)c2c1
 : 17 | · | · | + | -16%[89.2 µM] | ·
- COc1cccc(-n2nnnc2SCC(=O)Nc2ccc(NC(C)=O)cc2)c1
 : -2 | 34%[activator] | 1% | 14 | -9% | 30%
- Cc1cc(Cl)ccc1Oc1ncc(-c2ccc(Cl)cc2)cn1
 : -3 | 7% | -13% | -8 | 1% | 35%[activator]
- CC(=O)Nc1cccc(NC(=O)Cc2nc(-c3ccccc3)sc2-c2ccc(C)cc2)c1
 : 20* | ? | -19% | 130* | -7% | ?
- CCN(CC)CC(O)c1cccn1-c1ccc(CNC(=O)NC(C)C)cc1 (stereo unspecified)
 : -1 | ? | 18% | 14 | -1% | -9%
- COc1ccc(C(=O)CN2C(=O)c3ccccc3C2=O)cc1
 : 30* | 110%[activator] | 30% | 58* | -1% | 109%[activator]
- CC(OC(=O)c1ccc(S(=O)(=O)NCc2ccco2)cc1)C(=O)Nc1ccc(Cl)cn1 (stereo unspecified)
 : 38* | 2% | -3% | 68* | -2% | 1%
- COCCCn1c(=O)c2ccccc2n(CC(=O)NC2CCCC2)c1=O
 : -7 | -16% | 6% | 4 | 10% | 10%
- OCCN1CCN(CCSc2ccccc2)CC1
 : 8 | 9% | 3% | 14 | ? | 0%
- CNS(=O)(=O)c1cccc(C(=O)OCC(=O)c2cc3ccccc3o2)c1
 : 4 | -8% | ? | -4 | 1% | 21%
- N#CC1(NC(=O)CSc2nnc(COc3ccccc3F)n2N)CCCCC1
 : · | -3% | 3% | · | · | 30%
- CC(C)CN(CC(C)C)S(=O)(=O)N1CCC(C(=O)NCc2cccs2)CC1
 : -4 | ? | -17% | 6 | · | -10%
- CN(C)c1ccc(/C=C2\C(=N)N3N=C(CC(=O)N4CCCC4)SC3=NC2=O)cc1Br
 : -5 | 19% | 15% | -8 | -9% | 33%[activator]
- O=c1cc(NCCc2ccccc2)c2ccccc2o1
 : 24* | ? | ? | 42* | 1% | 9%
- O=C(Nc1nnc(S(=O)(=O)N2CCCCCC2)s1)c1ccc(Br)cc1
 : -2 | 18% | 12% | -13 | -21% | 1%
- Cc1onc(-c2c(Cl)cccc2Cl)c1C(=O)c1ccc(F)cc1
 : -4 | ? | -2% | 4 | -1% | 7%
- O=[N+]([O-])c1ccc2c(c1)C=C1CCCCC1(N1CCCC1)O2 (stereo unspecified)
 : -3 | -1% | 21% | -7 | -1% | ?
- CC1CCN(C(=O)COC(=O)Cc2ccc(Br)cc2)CC1
 : 35* | 11% | 26% | -4 | 0% | 30%[activator]
- O=S(=O)(c1ccc2nc(Cc3cccc(C(F)(F)F)c3)[nH]c2c1)N1CCOCC1
 : 1 | ? | -19%&3% | -23 | -10% | 66%[activator]
- Cc1ccc([N+](=O)[O-])cc1NC(=O)CN(C(=O)c1ccccc1Cl)C1CCCCC1
 : -1 | ? | ? | 12 | -11% | 0%
- O=c1[nH]c(=O)c2cn[nH]c2[nH]1
 : · | -25% | 2% | · | · | 7%
- CCC(=O)Nc1ccc(-c2nnc(SCC(=O)Nc3nccs3)n2C)cc1
 : 15 | -10% | ? | 15 | 6% | 1%[5.75 µM]
- Cc1cc(C)cc(OCc2nnc(SCC(=O)N3CCN(c4ccccc4)CC3)o2)c1
 : 2 | ? | ? | 5 | 12% | -1%
- O=C(Nc1ccccc1N1CCCCC1)c1ccccc1F
 : -3 | ? | ? | 20 | -1% | ?
- COc1ccc(N=C2C(=Nc3ccc(OC)cc3)N(c3ccc(OC)cc3)C(=S)N2C(=O)c2ccc(OC)cc2)cc1
 : 14* | ? | -17% | 42* | 3% | 25%
- O=[N+]([O-])c1cc(-c2ncccn2)cs1
 : 1 | 0% | 5% | 1 | -2% | -1%

One compound at a time, from the list above. Order of values: Cycloheximide cs, Pf growth 48h, HCV inhibitor, Shiga toxin inh, FBPA Giardia inh, Pf growth 96h
CCC(=O)Nc1ccc(-c2nnc(SCC(=O)Nc3nccs3)n2C)cc1 is entered as 15, -10%, ?, 15, 6%, 1%[5.75 µM]
CC(C)CN(CC(C)C)S(=O)(=O)N1CCC(C(=O)NCc2cccs2)CC1 is entered as -4, ?, -17%, 6, ·, -10%
O=C(CCN1CCc2ccccc2C1)Nc1ccccc1F is entered as 12, -27%, 4%, 18, ?, ·
CCCCn1c(SCC(=O)Nc2cc(C)on2)nnc1-c1cccs1 is entered as 1, -16%, -6%, -5, 8%, 19%
O=C(CSc1nnc(-c2c[nH]c3ccccc23)n1CC1CCCO1)Nc1ccc2c(c1)OCCO2 (stereo unspecified) is entered as 7, ·, -1%, -4, 1%, ?

Compounds as they come; 24% or so of the library scored in one or more.
